Screening results: PubChem, several laboratories
Spn MK inh: S. pneumoniae MK inhibitors, primary screen, biochemical, PK/LDH-coupled NADH absorbance; mevalonate kinase [Streptococcus pneumoniae D39]; AID 555, 2006; hit rate 0.48% among 65,000; inhibition, % at 10 µM; purified MK, PK/LDH-coupled NADH absorbance 340 nm;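 active means ranked among the strongest by inhibition in the single 10 µM screen, a fixed top-ranked set picked for dose follow-up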; further: no value below 0 was filed
DPM-DC inhibit: S. pneumoniae DPM-DC inhibitors, primary screen, biochemical, PK/LDH-coupled NADH fluorescence | diphosphomevalonate decarboxylase (Streptococcus pneumoniae D39) | purified DPM-DC | calls only at 10 µM | hit rate 0.49% among 65,000 | AID 556, 2006;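 active means the 320 compounds with the highest percent inhibition in the single-dose primary screen, excluding strongly autofluorescent ones, cut at about 32% in these data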;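 further: kinetic rate of NADH fluorescence loss reporting ADP formed by the decarboxylase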
TNAP inhibition: human TNAP enzyme inhibitors, biochemical, luminescent (AID 518); Alkaline phosphatase, tissue-nonspecific isozyme (Homo sapiens); purified TNAP enzyme, luminescent substrate readout; higher % means a stronger effect; inhibition, % at 20 µM, or IC50 in µM where a hit was titrated; hit rate 0.09% among 64,000; in the data active means a potency from the dose series; inactive means the rest, 99 in 100 with inhibition below about 22%;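 further: plate controls were vehicle for no effect and reference inhibitor for full effect; many of its hits are not listed in these tables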
Bfl-1 displacement: Bfl-1 inhibitors, primary screen, biochemical, fluorescence polarization, FITC-Bid, mouse (AID 432) | Bcl-2-related protein A1 (Mus musculus) | FITC-Bid BH3 peptide fluorescence polarization displacement; higher % means a stronger effect | displacement, % at 20 µM, or IC50 in µM where a hit was titrated | hit rate 0.02% among 64,000; in the data active means a potency from the dose series; inactive means the rest, 99 in 100 with displacement below about 15%; further: strong numbers were not always called active
HPDE-C7 cytotoxicity: cytotoxicity in HPDE-C7 cells, cell-based, fluorescence, HTS (AID 430). HPDE-C7 pancreatic duct cells viability, fluorescence; higher % means a stronger effect. cytotoxicity, % at 10 µM, or EC50 in µM where a hit was titrated. hit rate 1.8% among 63,000;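 further: cells exposed to compound for 48 hours before viability readout; 0% = vehicle and 100% = reference cytotoxic drug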
HT1080 viability: cytotoxicity in HT1080 fibrosarcoma cells, cell-based, fluorescence readout (AID 620). HT1080 viability, fluorescence; higher % means a stronger effect. one-dose cytotoxicity, % at 10 µM; EC50 in µM for titrated hits. hit rate 0.42% among 87,000;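 further: cells exposed to compound overnight then 4 h with Alamar Blue; 0% = vehicle DMSO and 100% = killing control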
KRASV12 cytotoxicity: cytotoxicity in KRAS-transformed pancreatic duct cells, primary screen, cell-based, fluorescence, HTS (AID 431). HPDE-C7K KRASV12 cells, Alamar Blue viability, 48 h; higher % means a stronger effect. one-dose cytotoxicity, % at 10 µM; EC50 in µM for titrated hits. hit rate 1.7% among 63,000;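 active means compounds whose percent cytotoxicity in the single-dose primary screen, scaled between solvent and toxic-drug controls, exceeds 50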;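 further: 0% = DMSO solvent wells and 100% = doxorubicin-treated wells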
LYP phosphatase: LYP phosphatase inhibitors, primary screen, biochemical, DiFMUP fluorescence, recombinant catalytic domain, 10 µM (AID 606) | recombinant LYP catalytic domain, DiFMUP fluorescence; higher % means a stronger effect | inhibition, % at 10 µM; hits with a dose series show IC50 in µM | 52,000 tested, under 10 active;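 active means IC50 under 40 µM in the dose-response test; inactive means IC50 of 40 µM or more, or never dose-tested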
PMK inhibit: S. pneumoniae PMK inhibitors, primary screen, biochemical, mevalonate pathway, pilot trial included; phosphomevalonate kinase (Streptococcus pneumoniae D39); purified PMK, PK/LDH-coupled NADH absorbance 340 nm; inhibition, % at 10 µM; hit rate 0.49% among 65,000; AID 539, 2006;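 active means top-ranked compounds by inhibition in the single 10 µM screen, taking a fixed number of the strongest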;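 further: 0% = full reaction with DMSO carrier and 100% = background rate without enzyme reaction; no value below 0 was filed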
PMK inhibit pilot replicates: recorded beside PMK inhibit, whose call it bears; inhibition, %; measured here: pilot screen replicates
Spn MK inh pilot replicates: second read-out of Spn MK inh, no call of its own (marks repeat the call); inhibition, %; measured here: pilot screen replicates
DPM-DC inhibit pilot screen %: also measured in DPM-DC inhibit; calls as there; inhibition, %; measured here: pilot screen trials
Active calls of the source: *; i = inactive; · = not tested or not shown. Unless noted, no stated cut-off is given here; in the data, active means cytotoxicity above about 50%; inactive means the rest.

SMILES	Spn MK inh	DPM-DC inhibit	TNAP inhibition	Bfl-1 displacement	HPDE-C7 cytotoxicity	HT1080 viability	KRASV12 cytotoxicity	LYP phosphatase	PMK inhibit	others
c1ccc(-c2nnc(SCc3nc4ccccc4[nH]3)n2Cc2ccco2)nc1	5	i	-4%	-4%	·	1%	·	1%	3
CCOC(=O)c1sc(NC(=O)CSc2ccccn2)c(C#N)c1C	7	i	6%	1%	5%	13%	0%	12%	0
O=C(Cc1coc(-c2ccc(F)cc2)n1)Nc1ccccc1	0	i	5%	0%	-8%	2%	-3%	9%	21
COC(=O)c1ccc2c(=O)n(CCC3=CCCCC3)c(SCC(=O)N3CCCC3)nc2c1	2	i	3%	-1%	-14%	27%	-22%	·	23
CCN(CC)CCCN1C(=O)C(O)=C(C(C)=O)C1c1ccc(OC)cc1OC (configuration not stated)	9	i	0%	-2%	-8%	1%	-6%	9%	8
CCOC(=O)C1CCN(C(=O)CNS(=O)(=O)c2cccs2)CC1	7	i	15%	-1%	-15%	-3%	9%	14%	0
Clc1cccc(N2CCN(CCNc3nc4ccccc4n4cnnc34)CC2)c1	10	i	3%	6%	15%	-3%	10%	9%	5
Cc1ccc(NCc2nnc3n2CCCCC3)cc1	4	i	5%	16%	0%	-7%	-3%	2%	19
O=C(COc1ccc(S(=O)(=O)NCc2ccccc2)cc1)NCC1CCCO1 (configuration not stated)	6	i	13%	-11%	3%	4%	11%	9%	0
COc1cccc(C(O)c2cnc(C(C)C)n2C)c1OC (configuration not stated)	9	i	4%	-8%	-1%	-3%	11%	·	0
CC(=O)c1n[nH]nc1NC(=O)c1ccccc1	0	i	10%	-3%	-8%	37%	-4%	14%	2	PMK inhibit pilot replicates=8.0;Spn MK inh pilot replicates=2.5;DPM-DC inhibit pilot screen %=0.0
O=C(NC1CCCCCCC1)c1ccc2c(c1)N(Cc1ccc(F)cc1)C(=O)CS2=O (configuration not stated)	3	i	9%	-5%	-11%	-1%	0%	-8%	15
COc1ccc(CCNC(=O)CCCn2c(=O)[nH]c3cc(OC)c(OC)cc3c2=O)cc1OC	9	i	-3%	-17%	-41%	3%	-15%	13%	0
COc1ccc(N2CC(C(=O)NCc3cccnc3)CC2=O)cc1 (configuration not stated)	0	i	2%	-4%	5%	-2%	-5%	5%	15
CCOc1ccccc1C(=O)n1nc2nc(C)cc(C)c2c1N	0	i	7%	-4%	4%	6%	-3%	·	16
CCOC(=O)c1sc(NCCNc2nc(C)c(C(=O)OCC)s2)nc1C	2	i	8%	1%	-1%	-1%	1%	-2%	2
COc1ccc2nc(NC(=O)c3ccc4ncsc4c3)sc2c1	2	·	5%	-1%	0%	-1%	10%	8%	0
OC(CNCCc1ccccc1)c1ccccc1 (configuration not stated)	0	i	8%	-1%	4%	-2%	5%	·	11	PMK inhibit pilot replicates=0.5;Spn MK inh pilot replicates=0.0;DPM-DC inhibit pilot screen %=0.0
CCC(C)COC(=O)C(C#N)c1nc2ccccc2nc1N1CCCCC1 (configuration not stated)	5	i	28%	-3%	-31%	-2%	-52%	·	11
C=CCc1c(C)c(C#N)c2nc3ccccc3n2c1N1CCN(C)CC1	6	i	-14%	3%	14%	4%	1%	·	4
CC(C)(C)NC(=O)CN(C(=O)CS(=O)CC(=O)Nc1ccc(F)cc1)c1ccccc1 (configuration not stated)	6	i	4%	-8%	-20%	15%	-13%	2%	14
CCOc1ccc(-n2c(SCc3ccc(C#N)cc3)nnc2-c2cccnc2)cc1	3	i	10%	0%	0%	6%	22%	0%	11
CCCCn1cnc2c(cnn2-c2ccc(F)cc2)c1=O	5	i	5%	-11%	-15%	·	-7%	·	13
CCc1n[nH]c2c1/C(=N/O)CCC2	6	i	12%	0%	2%	-6%	-2%	·	13
CCOC(=O)N1CCC(NC(=O)C(Cc2ccccc2)NC(=O)C2CCCCC2)CC1 (configuration not stated)	5	i	0%	-4%	-20%	4%	2%	5%	0
CCc1cccc(C)c1NC(=O)c1cccc(N(C)C)c1	10	i	6%	-5%	-2%	-1%	3%	-4%	5
O=C1CC(c2ccco2)Sc2nc3ccccc3n21 (configuration not stated)	4	i	10%	-2%	-9%	3%	2%	8%	5
O=C(CSc1nnc(COc2ccc(Cl)cc2)o1)OC1CCCCC1	7	i	6%	0%	-8%	2%	-12%	8%	11	PMK inhibit pilot replicates=0.0;Spn MK inh pilot replicates=0.0;DPM-DC inhibit pilot screen %=0.0
CCCn1nnc(NC(=O)c2ccc(-c3ccccc3)cc2)n1	5	i	13%	0%	8%	10%	3%	-2%	5
CCC1CCCCN1CCCNC(=O)Cn1nc(-c2ccccc2)ccc1=O (configuration not stated)	2	i	4%	6%	2%	-2%	-4%	3%	26*

6 structures out of the list, arranged by molecular weight, ascending:
SMILES	Spn MK inh	DPM-DC inhibit	TNAP inhibition	Bfl-1 displacement	HPDE-C7 cytotoxicity	HT1080 viability	KRASV12 cytotoxicity	LYP phosphatase	PMK inhibit	others
CCc1n[nH]c2c1/C(=N/O)CCC2	6	i	12%	0%	2%	-6%	-2%	·	13
OC(CNCCc1ccccc1)c1ccccc1 (configuration not stated)	0	i	8%	-1%	4%	-2%	5%	·	11	PMK inhibit pilot replicates=0.5;Spn MK inh pilot replicates=0.0;DPM-DC inhibit pilot screen %=0.0
CCc1cccc(C)c1NC(=O)c1cccc(N(C)C)c1	10	i	6%	-5%	-2%	-1%	3%	-4%	5
CCCCn1cnc2c(cnn2-c2ccc(F)cc2)c1=O	5	i	5%	-11%	-15%	·	-7%	·	13
CCCn1nnc(NC(=O)c2ccc(-c3ccccc3)cc2)n1	5	i	13%	0%	8%	10%	3%	-2%	5
CCOc1ccc(-n2c(SCc3ccc(C#N)cc3)nnc2-c2cccnc2)cc1	3	i	10%	0%	0%	6%	22%	0%	11

In the list so far, 2 contain a thiophene ring, fused or not:
SMILES	Spn MK inh	DPM-DC inhibit	TNAP inhibition	Bfl-1 displacement	HPDE-C7 cytotoxicity	HT1080 viability	KRASV12 cytotoxicity	LYP phosphatase	PMK inhibit	others
CCOC(=O)c1sc(NC(=O)CSc2ccccn2)c(C#N)c1C	7	i	6%	1%	5%	13%	0%	12%	0
CCOC(=O)C1CCN(C(=O)CNS(=O)(=O)c2cccs2)CC1	7	i	15%	-1%	-15%	-3%	9%	14%	0

(continued)
SMILES	Spn MK inh	DPM-DC inhibit	TNAP inhibition	Bfl-1 displacement	HPDE-C7 cytotoxicity	HT1080 viability	KRASV12 cytotoxicity	LYP phosphatase	PMK inhibit	others
CCNc1nc(-c2ccc(Cl)cc2)cs1	18	i	6%	18%	-22%	11%	-17%	6%	4
CC1CCN(C(=O)CSc2nc(N)cc(N)n2)CC1	0	i	7%	1%	-4%	-16%	-11%	·	21
Cc1ccc2[nH]c3c(c2c1)CCc1cn[nH]c1-3	3	i	6%	4%	44%	0%	36%	1%	12	PMK inhibit pilot replicates=4.5;Spn MK inh pilot replicates=2.0;DPM-DC inhibit pilot screen %=14
CNC(=O)CN(c1cc(C)ccc1OC)S(=O)(=O)c1ccc(C)cc1	10	i	6%	-1%	-1%	8%	-4%	17%	8	PMK inhibit pilot replicates=3.0;Spn MK inh pilot replicates=0.0;DPM-DC inhibit pilot screen %=5.5
O=C(O)C1C2C=CC(C2)C1C(=O)N1CCOCC1 (configuration not stated)	0	i	18%	-5%	2%	25%	-4%	-2%	10
COCCN1Cc2cccc(C(=O)Nc3ccccc3OC)c2C1=O	8	i	-2%	-2%	43%	0%	1%	·	18
CCC1CCCCN1Cc1nc2c(c(=O)n(C)c(=O)n2C)n1CCCc1ccccc1 (configuration not stated)	2	i	4%	-1%	13%	-4%	-1%	5%	0
COC(=O)c1nnn(-c2nonc2N)c1CSc1ccc(Cl)cc1	0	i	5%	0%	-5%	8%	5%	3%	0
c1ccc(C(c2ccccc2)N2CCN(Cc3nnnn3C3CCCC3)CC2)cc1	0	i	10%	1%	-3%	-14%	-1%	17%	10
O=C(NCc1ccco1)c1nnc(Cc2ccc(F)cc2)o1	7	i	7%	-6%	9%	4%	7%	14%	8
c1csc(-c2nn[nH]n2)c1	9	i	9%	-4%	-3%	23%	-6%	-1%	12
CCOC(=O)CSc1nc(N)nc(C)c1Br	3	i	7%	0%	0%	-7%	0%	·	9
COc1ccc2c(c1)[nH]c1c(N3CCN(Cc4ccc5c(c4)OCO5)CC3)ncnc12	8	i	-6%	6%	17µM*	13%	15µM*	-1%	8
O=C(O)C1C2C=CC(C2)C1C(=O)N1CCN(C/C=C/c2ccccc2)CC1 (configuration not stated)	0	i	8%	-3%	-9%	2%	1%	-1%	14
CCCCCCC(=O)N(O)C1CC(=O)N(Cc2ccccc2)C1=O (configuration not stated)	5	i	2%	11%	16%	6%	14%	3%	2
Cc1ccc(CSC2=Nc3ccccc3C3=NC(CCC(=O)NCc4ccco4)C(=O)N23)cc1 (configuration not stated)	8	i	4%	-1%	-6%	20%	0%	·	8
COc1ccc(C(c2nnnn2CCc2ccccc2)N2CCN(C)CC2)cc1OC (configuration not stated)	8	i	7%	0%	-4%	-5%	-7%	-16%	9
O=c1c(=O)n(O)c2ccccc2n1O	3	i	8%	21%	-1%	22%	-15%	9%	6
Cc1cc(N2CCCC2)n2nc(C)c(-c3ccccc3)c2n1	9	i	17%	-13%	2%	-10%	10%	·	12
C=CCn1c(COc2ccccc2C)nnc1SCC(=O)O	3	i	4%	-8%	-11%	-3%	-16%	11%	0
Cc1cc2oc3c(c(=O)c2cc1C)C(c1cccc(Br)c1)N(Cc1ccco1)C3=O (configuration not stated)	0	i	10%	3%	·	17%	·	13%	3
Cc1ccc(C(=O)Cn2nnc(-c3ccccc3-n3cnnn3)n2)cc1	8	i	11%	-3%	1%	1%	-4%	7%	15
COc1cc2c(cc1OC)CN(Cc1ccc(OC)c(C)c1OC)CC2	46*	i	-2%	-19%	-26%	9%	-25%	18%	0
